Assay outcomes deposited in PubChem BioAssay by several laboratories.
TWEAK Fn14 block = inhibitors of TWEAK-Fn14 signaling, primary screen, luciferase reporter cells, uHTS; TWEAK-stimulated Fn14 reporter cells, luciferase luminescence, 8 h; inhibition, % at 10 µM; hit rate 2% among 360,000; in the data active = inhibition above about 50%
CF NFkB block = inhibitors of PAF-induced NF-kB signaling, primary screen, cell-based, GFP fluorescence, uHTS. AID 588850, 2011. inhibition, % at 5 µM. hit rate 0.86% among 360,000. KKLEB NF-kB-GFP reporter, GFP fluorescence overnight;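 active = at least 50% inhibition at 5 µM, scaled per plate between neutral and stimulator controls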;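 also: PAF is a Pseudomonas aeruginosa culture filtrate used as stimulus; plate controls were PAF-stimulated DMSO wells for no effect and unstimulated DMSO wells for full effect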
Shn3 3UTR inh = reduction of Shn3 3'UTR firefly luciferase signal, primary screen, Schnurri-3 inhibitor project, cell-based, Clone20 osteoblasts, set 2; AID 588674, 2011; Clone20 osteoblast Shn3 3'UTR firefly luciferase, 24 h; inhibition, % at 12.5 µM; hit rate 0.52% among 360,000;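 active = mean inhibition of at least 75% with every replicate also reaching 75%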;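 also: 0% = median of neutral control wells and 100% = pilot-screen positive control compound; some compounds past the cut are filed as inactive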
Peg3 promoter = Peg3 promoter-driven luciferase inhibitors, primary screen, cell-based, HeLa, luciferase luminescence | HeLa PEG-Prom luciferase reporter, overnight | inhibition, % at 20 µM | hit rate 1.7% among 360,000;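 active = inhibition of at least 50% at 20 µM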
aDG glyco act = activators of alpha-DG glycosylation, primary screen, uHTS, Pro5-aDG cells, AlphaScreen; alpha-DG glycosylation AlphaScreen (IIH6); 0% Pro5, 100% B10-LARGE cell signal; activation, % at 10 µM; hit rate 0.22% among 360,000; AID 624168, 2012;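 active = activation of at least 8% versus controls, or a plate z-score of at least 8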;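 also: Pro5 are CHO cells carrying HIG-tagged alpha-DG that lacks glycosylation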
HIF-2a inh = HIF-2a reporter inhibitors, primary screen, luminescence, 786-0 RCC cells. inhibition, % at 18.8 µM. 786-0 RCC cells HIF-2a reporter, luciferase luminescence, overnight. hit rate 0.72% among 360,000;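 active = inhibition of the luminescence signal of 40% or more relative to plate controls, in a single-dose primary screen at 18.75 µM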
TRPM1 prom inh = inhibitors of MITF-dependent TRPM1 promoter reporter, primary screen, cell-based, SK-MEL-5, single point, luciferase; hit rate 0.83% among 330,000; inhibition, % at 12.5 µM; SK-MEL-5 TRPM1 promoter luciferase, 24 h;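 active = mean inhibition across replicates of 60% or more, whatever share of single replicates reaches that level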; also: values of inactives mirror those of a sister screen read the other way
NR2E3 ag-1 = NR2E3 agonists in two-hybrid cells, primary screen, cell-based, luminescence, CHO-S, Gal4-NCOR/VP16-NR2E3 | hit rate 0.35% among 360,000 | AID 602229, 2012 | inhibition of corepressor binding, % at 3.98 µM | luciferase | Photoreceptor-specific nuclear receptor (Homo sapiens), Q9Y5X4;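 active = inhibition above the mean of all tested compounds plus 3 SD, cut at about 70% in these data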;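 also: 0% = DMSO with NR2E3 transfected cells and 100% = cells lacking NR2E3 construct; higher means lower luciferase signal from less NR2E3 corepressor binding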
Target sequence (Q9Y5X4 whole entry, looked up, the tested form may be a part): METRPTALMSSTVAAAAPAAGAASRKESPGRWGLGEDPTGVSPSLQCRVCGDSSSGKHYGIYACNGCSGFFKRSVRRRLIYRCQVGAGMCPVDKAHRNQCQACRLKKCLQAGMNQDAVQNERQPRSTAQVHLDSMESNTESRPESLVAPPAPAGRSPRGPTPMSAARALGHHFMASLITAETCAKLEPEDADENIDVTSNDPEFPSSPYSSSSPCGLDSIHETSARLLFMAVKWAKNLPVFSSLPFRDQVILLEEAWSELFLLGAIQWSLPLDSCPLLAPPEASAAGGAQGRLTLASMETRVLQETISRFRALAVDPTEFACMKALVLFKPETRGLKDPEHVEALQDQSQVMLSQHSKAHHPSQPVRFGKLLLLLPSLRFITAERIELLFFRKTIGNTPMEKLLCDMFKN
NR2E3 ag-2 = inhibitors of NR2E3-RetCOR corepressor binding, primary screen, NR2E3 agonist project, biochemical, TR-FRET, GST-NR2E3, biotin-RetCOR; 1536-well; Photoreceptor-specific nuclear receptor (Homo sapiens), Q9Y5X4; AID 2300, 2010; inhibition of corepressor binding, % at 4.78 µM; hit rate 0.12% among 320,000;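 active = percent inhibition above the cutoff of mean plus 3 SD of all tested compounds, set per screening campaign, cut at about 20% in these data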;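 also: 0% = DMSO wells and 100% = biotin wells as full block of FRET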
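Format: 1536-well format; test system: GST-NR2E3 and biotin-RetCOR proteins; read-out basis: percent inhibition of TR-FRET ratio; timing: 5 h incubation at 4 °C; detection: time-resolved FRET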
KKLEB cytotox = cytotoxicity in KKLEB CF airway cells, primary screen, cytotoxicity control for CF NF-kB inhibitor project, cell-based, uHTS, fluorescence assay plates | KKLEB CF airway cells viability, ATPlite luminescence, overnight; hits give low values; cells stimulated with P. aeruginosa culture filtrate | activity change (cytotoxicity), % at 5 µM | hit rate 0.36% among 360,000 | AID 602141, 2011;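 active = corrected activity change at or below -50% at 5 µM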
hiPSC survival = enhancers of single-cell hiPSC survival, primary screen, ATPlite luminescence. 100% = ROCK inhibitor wells, 0% = DMSO. survival enhancement, % at 20 µM. hit rate 0.044% among 360,000; in the data active = survival enhancement above about 18%;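 also: cells exposed to compounds for 16 hours before the ATP read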
* hit, by the source's call; . = not tested or not shown.

SMILES	TWEAK Fn14 block	CF NFkB block	Shn3 3UTR inh	Peg3 promoter	aDG glyco act	HIF-2a inh	TRPM1 prom inh	NR2E3 ag-1	NR2E3 ag-2	KKLEB cytotox	hiPSC survival
Cc1ccc(C(=O)NNC(=O)C(C)Oc2ccccc2F)cc1S(=O)(=O)N1CCOCC1 (centres undefined)	-3	-8	-14	-7	0.2	8	15	14	1	-6	-0.3
COc1ccc(-c2nnc(SCC#N)o2)cc1	-12	-12	-20	-70	-0.1	-92	-17	-12	4	-14	-1.4
Cc1ccc(S(=O)(=O)NCCNc2ccc([N+](=O)[O-])cc2C(F)(F)F)cc1	5	0	14	26	1.7	6	-5	-11	2	2	0.0
Cc1cc(C(=O)Cn2nc(C(=O)O)c3ccccc3c2=O)c(C)n1-c1ccccc1	35	-16	-16	-112	0.4	-100	-20	-107	3	-35	-3.4
CCc1ccc(-c2nc(NC(=S)NC(=O)c3cccs3)sc2C)cc1	3	-9	-33	-3	0.3	11	-3	-4	4	10	-2.3
Cc1ccc(C)c(NC(=S)NC(NC(=O)Cc2ccccc2)C(Cl)(Cl)Cl)c1 (centres undefined)	-23	18	28	84*	0.1	7	5	-26	1	10	0.2
COc1ccccc1Oc1ccc2c(c1)C(=O)N(c1ccccc1)C2=O	-4	16	-21	-30	0.2	-84	-7	-26	-2	-12	-0.6
CCc1nc2ccc(C(=O)Nc3ccc(OC)c(OC)c3)cn2c1N(C)C(=O)Cc1ccccc1	9	-2	11	9	-0.1	8	.	14	.	-1	0.3
CC(C)N1CCSC1=S	14	-25	10	1	-0.1	13	4	16	.	-10	-0.9
COCCOC(=O)C1=C(C)NC2=C(C(=O)CC(C)(C)C2)C1c1cccnc1 (centres undefined)	17	-14	-27	0	0.0	3	9	-2	1	5	-0.7
COc1cc(OC)c2c(-c3cccc(-c4ccc(CO)cc4)c3)cc(=O)oc2c1	75*	57*	10	16	2.7	19	77*	67	.	-15	-4.9
CS(=O)(=O)c1ccc(-c2cc(NC=O)c3ncc(-c4ccc(F)cc4)n3c2)cc1	-14	26	-5	29	0.2	-46	.	-19	.	-20	-0.8
COc1ccc(NC(=O)c2ccc(COCC(F)(F)F)cc2)cc1OC	-5	16	-10	-31	0.2	-33	-11	17	3	-4	-1.2
CC1=CC(C)C2(CO)COC(c3ccccc3O)C1C2C (centres undefined)	13	8	2	14	-0.3	21	-5	-2	2	2	-0.7
Cc1ccc(NCc2nnc3n2CCCCC3)c(C)c1	21	6	9	6	-0.3	8	0	-35	1	-6	1.4
Cc1ccc(C(=O)N(C)CC(=O)Nc2ccc(N3CCOCC3)cc2)s1	1	9	-42	-60	-0.2	-51	-25	-6	-1	-4	-0.1
CCCC(=O)NNC(=O)CCC(=O)Nc1ccccc1Cl	7	-2	9	0	-0.2	18	2	6	-1	-13	-0.5
CCOc1ccccc1OCC(=O)OCC(=O)c1c(C)[nH]c2ccccc12	-1	-1	-18	-23	-0.2	3	7	22	3	10	0.3
CCc1ccc(OCCCC(=O)NCc2ccccc2)cc1	-3	2	-6	19	-0.1	10	4	-15	-3	-21	1.3
CCCOc1c(Br)cc(/C=N/O)cc1OC	-12	6	0	8	0.0	10	5	-13	1	-11	2.9
O=C(CSc1ccc(Br)cc1)Nc1ccc(N2CCOCC2)cc1	-21	-6	-13	-3	0.2	-15	6	23	-1	0	-0.3
COc1ccc(N2CCN(C(=O)CSc3nnc(-c4cc5ccccc5cc4O)n3C)CC2)cc1	20	1	44	29	0.4	23	12	15	-1	1	-1.1
OCCCNC(=S)NC1CCCC1	-7	2	-7	13	-0.4	14	-7	-5	3	4	0.4
Cc1cc(=O)[nH]c2cc(O)ccc12	-12	10	0	9	-0.1	11	0	3	4	2	-0.8
CN1C(=O)c2ccccc2N(C)C1c1cccc(O)c1 (centres undefined)	-15	14	14	14	0.0	13	9	22	1	-4	-0.4

Sorted by number of heavy atoms (rising): five of the compounds above.
SMILES	TWEAK Fn14 block	CF NFkB block	Shn3 3UTR inh	Peg3 promoter	aDG glyco act	HIF-2a inh	TRPM1 prom inh	NR2E3 ag-1	NR2E3 ag-2	KKLEB cytotox	hiPSC survival
CC(C)N1CCSC1=S	14	-25	10	1	-0.1	13	4	16	.	-10	-0.9
Cc1cc(=O)[nH]c2cc(O)ccc12	-12	10	0	9	-0.1	11	0	3	4	2	-0.8
COc1ccc(-c2nnc(SCC#N)o2)cc1	-12	-12	-20	-70	-0.1	-92	-17	-12	4	-14	-1.4
CN1C(=O)c2ccccc2N(C)C1c1cccc(O)c1 (centres undefined)	-15	14	14	14	0.0	13	9	22	1	-4	-0.4
Cc1ccc(C(=O)N(C)CC(=O)Nc2ccc(N3CCOCC3)cc2)s1	1	9	-42	-60	-0.2	-51	-25	-6	-1	-4	-0.1

(next part)
SMILES	TWEAK Fn14 block	CF NFkB block	Shn3 3UTR inh	Peg3 promoter	aDG glyco act	HIF-2a inh	TRPM1 prom inh	NR2E3 ag-1	NR2E3 ag-2	KKLEB cytotox	hiPSC survival
Cc1cccc(C(=O)OCC(=O)c2ccc3c(c2)NC(=O)CO3)c1	-6	-22	-8	-81	0.5	-31	3	26	.	3	-0.8
N#C/C(C(N)=O)=C1/CCCN1Cc1ccccc1	15	10	13	10	-0.2	9	.	-15	0	6	-0.3
Cc1ccc(CN2C(=O)N/C(=C/c3ccc(-c4ccc(C(=O)O)cc4)o3)C2=O)cc1	-4	24	-7	-2	0.0	13	1	15	2	1	-0.2
CCN1CCN(CC(=O)Nc2cc(C)c(C)cc2[N+](=O)[O-])CC1	13	11	14	6	0.3	9	3	-20	8	-33	1.3
Cc1noc(C)c1C(=O)OCC(=O)c1ccc[nH]1	2	-7	-9	-19	0.0	3	5	-32	-2	2	0.8
CC(C)Oc1ccc(CN=C(N)N=C(N)N)cc1Cl	3	25	10	11	0.3	-2	4	-25	2	-19	-2.5
Cc1nn(C)c(Cl)c1CN1CCN(CCC(C)C)C(CCO)C1 (centres undefined)	8	1	3	7	0.0	2	4	-3	6	0	1.2
Cc1ccc(CNC(=O)c2ccc(CS(=O)(=O)c3ccccc3C)o2)cc1	3	23	-3	6	-0.5	8	12	-24	2	-2	-0.5
CC(=O)Nc1nc(C)c(Oc2ccc(Cl)cc2Cl)c(=O)[nH]1	-5	0	3	13	0.0	8	7	5	2	2	1.0
Cc1c(NS(=O)(=O)c2cccc(C(=O)N3CCC(C)CC3)c2)c(=O)n(-c2ccccc2)n1C	8	-8	8	1	-0.1	9	0	9	.	9	3.9
Cc1cc(C)n(CCNC(=O)CC2C(=O)NCCN2Cc2ccccc2C(F)(F)F)n1 (centres undefined)	3	8	11	0	0.0	13	14	-8	0	4	-1.2
COc1ccc2c(c1)C(c1ccc(C)o1)=NNC(c1cccnc1)=N2	-13	7	5	24	0.0	6	3	0	2	5	3.5
COc1cc(C(=O)OCc2ccc(C)cc2)cc(NC(=O)c2cccs2)c1OC	-15	23	12	-5	0.3	-1	-5	-25	-1	-6	0.0
O=C(CSCc1cccc(Cl)c1)N/N=C/c1ccc(OCC(=O)N2CCCCC2)cc1	27	2	26	-2	0.8	8	5	-10	0	-1	1.0
CN(C)S(=O)(=O)c1ccc(NC=O)cc1	0	-6	6	6	0.1	11	10	-9	2	-8	-2.1
Cc1ccc(-n2c(C)nnc2SCC(=O)N2CCOCC2)cc1	5	-1	7	-18	0.0	8	7	-15	2	0	0.4
Cc1ccccc1-c1cc2nc(NCCOc3ccccc3)n(C)c(=O)c2s1	-21	10	10	4	0.1	6	.	11	.	-6	-0.6
CCOC(=O)C1=C(COC(=O)COc2ccccc2C(C)C)NC(=O)NC1C (centres undefined)	2	10	-8	-2	0.2	10	-3	-3	.	-6	0.2
CN(Cc1ccon1)Cc1cn(C)nc1-c1ccc2c(c1)OCCO2	3	4	23	5	-0.1	13	4	9	1	0	-1.0
COCC(C)n1c(C)cc(C(=O)COc2ccc(N(C)S(=O)(=O)c3ccc(NC(C)=O)cc3)cc2)c1C (centres undefined)	9	-6	37	1	-0.9	12	5	-5	.	0	0.0
Cc1ccnc(N2CCCC(C(=O)Nc3cccc(C)c3C)C2)n1 (centres undefined)	9	15	12	6	0.0	10	8	-24	3	-6	1.3
CC(C)C(=O)Nc1nnc(SCc2cccc(F)c2)s1	-17	11	-8	-43	0.4	-102	-21	-31	3	4	-1.7
Cc1ccc(N2C(=O)CC(Sc3ncccc3C(=O)O)C2=O)cc1 (centres undefined)	10	20	12	5	-0.1	22	-12	-25	-3	-34	1.0
C=CCOC(=O)C1=C(C)NC(=O)NC1c1cc2c(cc1Br)OCO2 (centres undefined)	-6	-3	-4	26	0.0	22	1	-7	0	0	-0.2
CC1(C)CC(=O)C2=C(C1)N(Cc1ccco1)C(=O)C2(NC(=O)c1cccnc1)C(F)(F)F (centres undefined)	5	-6	-19	4	0.0	11	1	-15	-3	7	-2.2
(cont.)
SMILES	TWEAK Fn14 block	CF NFkB block	Shn3 3UTR inh	Peg3 promoter	aDG glyco act	HIF-2a inh	TRPM1 prom inh	NR2E3 ag-1	NR2E3 ag-2	KKLEB cytotox	hiPSC survival
CCOc1ccccc1NC(=O)/C(C#N)=C/c1cccnc1	9	-21	-14	9	-0.2	2	11	4	.	-2	0.0
CNC(=O)COC(=O)c1ccc(NC(=O)CC#N)cc1	2	1	7	-4	0.3	8	-4	-4	2	-5	3.0
CCOC(=O)/C(C#N)=C1/C=CN(C)C(C)=N1	-20	4	12	6	-0.1	4	3	8	0	9	-1.6
Cc1ccc2nc(SCc3nc4ccccc4c(=O)[nH]3)[nH]c2c1	-39	-16	-64	-291	-0.1	-311	-33	-91	3	-9	-1.5
CCCCn1c(SCC(=O)NC2CC2)nc2ccccc2c1=O	0	5	2	8	-0.2	12	9	-23	-2	0	0.0
Cn1c(N)c(C(=O)COC(=O)C2(c3cccc(F)c3)CCCC2)c(=O)n(C)c1=O	33	-15	-7	33	-0.7	7	0	-2	5	-13	2.3
O=C(NCCN1CCOCC1)c1cc(-c2ccccc2)nc2ccccc12	-1	28	-8	5	-0.2	0	.	4	.	-11	-1.9
O=C(COc1ccc2ccc(=O)oc2c1)OCc1ccccc1	-22	0	-2	3	0.0	10	-6	-20	2	-2	-0.4
Cc1nn(-c2ccc(F)cc2)c(Cl)c1/C=C/C(=O)N1CCNC(=O)C1	5	-7	-6	1	0.1	-16	.	13	3	14	-0.6
COc1cccc(C(=O)N(C)CC(=O)Nc2ccc(F)c(F)c2F)c1	-27	2	10	17	0.1	-12	-10	11	.	1	-0.8
COc1ccc2[nH]c3nc(SCc4nnc(-c5ccc(C)cc5)o4)nnc3c2c1	-14	7	36	36	0.1	6	19	-11	1	-10	-0.8
